Source: PubChem (The Scripps Research Institute Molecular Screening Center)
MITF primary – MITF inhibitors, primary screen, biochemical, AlphaScreen, human; inhibition, % at 2.6 µM; 0.91% of 650,000 active; AlphaScreen MITF homodimerization, bead proximity signal; Microphthalmia-associated transcription factor (Homo sapiens), O75030; in the data active = inhibition above about 50%;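 note: 0% = vehicle wells with protein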
Target sequence (O75030 whole entry, looked up): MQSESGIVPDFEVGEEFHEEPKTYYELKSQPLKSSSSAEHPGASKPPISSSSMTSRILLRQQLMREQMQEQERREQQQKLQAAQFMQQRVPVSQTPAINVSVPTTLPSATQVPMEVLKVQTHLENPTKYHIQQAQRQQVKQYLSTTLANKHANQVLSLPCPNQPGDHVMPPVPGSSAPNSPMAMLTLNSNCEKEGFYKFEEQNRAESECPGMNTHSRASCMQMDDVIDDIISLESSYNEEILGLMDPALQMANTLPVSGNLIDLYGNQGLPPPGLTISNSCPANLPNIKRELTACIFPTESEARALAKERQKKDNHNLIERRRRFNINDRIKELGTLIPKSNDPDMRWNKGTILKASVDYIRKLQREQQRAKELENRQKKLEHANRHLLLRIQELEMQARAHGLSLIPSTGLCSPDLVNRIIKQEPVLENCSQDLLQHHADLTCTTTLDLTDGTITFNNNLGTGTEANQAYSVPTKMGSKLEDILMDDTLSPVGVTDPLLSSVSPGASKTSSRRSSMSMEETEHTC
FBW7 act – FBW7 E3 ligase activators, primary screen, biochemical, AlphaScreen, human; normalized activity (activation), % at 26.1 µM; AlphaScreen FBW7–phospho-cyclin E peptide binding, activator screen; 0.13% of 650,000 active; F-box/WD repeat-containing protein 7 (Homo sapiens), Q969H0; in the data active = normalized activity above about 1.9%;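 note: purified mutant Fbw7 with reduced substrate affinity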
TEAD-YAP inh – TEAD-YAP interaction inhibition, primary screen, TEAD-YAP interaction inhibitor project, luminescence, HEK-TIYL cells; 1.4% of 640,000 active; TEAD-Gal4/YAP UAS-luciferase luminescence; inhibition, % at 9.12 µM; in the data active = inhibition above about 32%;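 note: 0% = median of test compound wells and 100% = reference inhibitor wells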
GPR151 ag – activators of human GPR151, primary screen, cell-based, PathHunter beta-arrestin, luminescence. 1% of 650,000 active. G-protein coupled receptor 151 (Homo sapiens), Q8TDV0. PathHunter beta-arrestin GPR151 cells. activation, % at 11.2 µM; in the data active = activation above about 4.9%;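 note: 0% = median of compound wells and 100% = cells with positive control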
Target sequence (Q8TDV0 whole entry, looked up): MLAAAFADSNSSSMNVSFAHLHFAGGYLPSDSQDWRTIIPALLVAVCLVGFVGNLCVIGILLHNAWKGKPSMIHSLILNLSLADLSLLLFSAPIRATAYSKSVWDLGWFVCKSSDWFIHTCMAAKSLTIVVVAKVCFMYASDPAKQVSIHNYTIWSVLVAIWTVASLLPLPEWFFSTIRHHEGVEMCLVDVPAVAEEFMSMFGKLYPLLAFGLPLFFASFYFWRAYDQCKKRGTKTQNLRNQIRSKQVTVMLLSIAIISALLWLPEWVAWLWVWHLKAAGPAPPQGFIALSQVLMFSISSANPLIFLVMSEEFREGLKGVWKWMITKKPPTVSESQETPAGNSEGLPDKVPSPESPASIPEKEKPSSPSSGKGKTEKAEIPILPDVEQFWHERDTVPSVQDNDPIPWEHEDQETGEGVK
* hit, by the source's call.

SMILES | MITF primary | FBW7 act | TEAD-YAP inh | GPR151 ag
Cc1ccc(C2C3CN(Cc4ccccc4)CC=C3C(C#N)=C(N)C2(C#N)C#N)o1 (stereo not drawn) | 13 | -0.7 | 2 | 0.3
CCOC(=O)C1CCN(C(=O)CC(NS(=O)(=O)c2ccc(OC)cc2)C(C)C)CC1 (stereo not drawn) | -6 | -0.2 | 3 | 1.7
CC(C)(C)NC(=O)C1CCCCC1C(=O)O (stereo not drawn) | 4 | 0.3 | 3 | -1.3
COC(=O)c1ccc(CSCC(=O)c2cc(C)n(CC3CCCO3)c2C)cc1 (stereo not drawn) | 1 | -0.3 | 37* | 2.1
CN1CCN(S(=O)(=O)c2cc([N+](=O)[O-])ccc2N2CCNCC2)CC1 | 8 | 0.1 | -7 | 0.5
Cc1cccc(N2CCN(c3ncnc(N)c3[N+](=O)[O-])CC2)c1C | 3 | 0.0 | 0 | 0.3
O=C(c1ccc(Br)cc1)N1CCN(c2ncccn2)CC1 | 1 | -0.1 | 9 | 3.5
COc1ccccc1-n1c(SCC(N)=O)nc2c(c1=O)C1(CCCCC1)Cc1ccccc1-2 | -6 | 0.0 | -7 | 0.2
C/C(=N\NC(=O)c1ccoc1C)c1ccc2ccccc2c1 | -7 | -0.2 | -67 | -4.9
COCc1[nH]nc2c1C1(CCOC1C)C(C#N)=C(N)O2 (stereo not drawn) | 6 | 0.8 | 4 | 0.0
COc1cc(Nc2ccn3ncc(-c4ccc(N(C)C)cc4)c3n2)cc(OC)c1OC | 3 | -0.2 | 2 | -0.4
COc1cccc(NC(=O)N2CCN(c3ccc(Cl)cc3)CC2)c1 | 14 | 0.1 | 2 | 0.1
COc1ccc(N2CCN(c3ccc(S(=O)(=O)N4CCCC4)cc3[N+](=O)[O-])CC2)cc1 | -2 | -0.1 | 4 | 0.2
CC(=O)N1C(C(=O)NCc2ccccc2)CSC12CCN(C)CC2 (stereo not drawn) | -4 | 0.1 | 1 | -0.8
CN(C)c1ccc(/C=N\NC(=O)c2cccc(Br)c2)cc1 | 16 | 0.1 | -41 | -2.2
O=[N+]([O-])c1cc(/C=N/O)ccc1N1CCCC1 | -3 | -0.2 | 9 | 3.4
CC(C)(C#N)OC(=O)Nc1ccccc1 | -4 | -0.2 | -18 | -0.9
CCC(C)c1ccc(NC(=O)C2CC(=O)N(c3ccc(C)cc3)C2)cc1 (stereo not drawn) | 8 | 0.6 | -8 | 3.0
COC(=O)c1sc2nc(-c3ccccc3)nc(N)c2c1C | -1 | -0.1 | -51 | -0.3
O=C(NCc1n[nH]c(=S)n1-c1ccc([N+](=O)[O-])cc1)c1ccc(S(=O)(=O)N2CCOCC2)cc1 | 2 | 0.1 | 5 | -0.6
COCCNC(=O)CSc1nnc(-c2ccc(C)cc2)c(-c2ccc(C)cc2)n1 | -12 | -0.1 | -11 | 1.4
Cc1nc(C)c(-c2nnc(-c3cccc(Cl)c3)o2)cc1C(=O)NN | -2 | -0.1 | -5 | -0.1
Cc1cnc(Nc2ccc(N3CCOCC3)cc2)nc1NCc1cccc(C(F)(F)F)c1 | 15 | -0.4 | 68* | 6.5*
CN1CCN(CCCNC(=O)C2CC(=O)N(c3ccc(F)c(Cl)c3)C2)CC1 (stereo not drawn) | 7 | 0.4 | 6 | -0.8
COc1ccccc1/C=C/C(=O)NC(=S)N1CCOCC1 | 22 | 0.1 | -71 | -4.7
CC1(C)CC(=O)C(c2nc3ccc(C(=O)O)cc3[nH]2)=C(O)C1 | -4 | 0.0 | 13 | -1.7
Cc1cc(NCCN(C(C)C)C(C)C)nc(-c2ccccc2)n1 | 4 | 0.1 | 8 | -1.2
O=[N+]([O-])c1ccc(Nc2cc(Cl)c3nonc3c2[N+](=O)[O-])cc1 | 7 | -0.3 | -2 | -1.1
COC(=O)C1=C(C)NC(C)=C(C(=O)OC)C1C(=O)OCC(N)=O | 9 | 0.7 | 6 | 1.9
NC(=O)c1ccsc1NC(=O)CSc1nnc(-c2ccccc2)n1-c1ccccc1 | 2 | 0.0 | 45* | 0.5
Cc1nc2sccn2c(=O)c1S(=O)(=O)Nc1ccccc1F | 12 | 0.1 | -3 | 0.1
COc1ccc(N2CCOCC2)cc1 | 7 | -0.1 | 6 | -0.6
O=C(O)C1C2C=CC(O2)C1C(=O)Nc1ccc(Cl)c(Cl)c1 (stereo not drawn) | -21 | 0.0 | 8 | -1.2
Cc1sc2ncn(C)c(=O)c2c1-c1ccc(Cl)cc1 | 15 | 0.1 | 16 | 2.0
O=C(NCC1CCC2(CCN(C(=O)c3cccc4ccccc34)CC2)O1)c1ccccn1 (stereo not drawn) | 0 | -0.1 | -6 | -0.1
O=C(NCCOc1ccccc1)C1CCN(c2ccc(Nc3ccc4ncccc4c3)nn2)CC1 | -1 | -0.1 | -8 | 2.6
CCN(CC)c1ccc(C2CC(=O)C3=C(C2)Nc2ccccc2N(C(C)=O)C3c2ccccc2)cc1 (stereo not drawn) | 9 | 0.2 | -3 | -0.4
COc1cc(OC)cc(C(=O)Nc2cc(C(=O)NCc3cccs3)ccc2N2CC3CC(C2)c2cccc(=O)n2C3)c1 (stereo not drawn) | 16 | 0.0 | -4 | 0.4
O=C(NC(Nc1ccccc1)C(=O)c1ccccc1)c1ccco1 (stereo not drawn) | 12 | -0.1 | 10 | -0.3
CCc1cc(C(=O)Cc2ccc(OC)cc2)c(O)cc1OC | -7 | -0.1 | -6 | 0.7
CC1(C)CC(=O)C2=C(C1)N(c1cc(C(F)(F)F)ccc1Cl)C(N)=C(C#N)C2c1ccc(Br)s1 (stereo not drawn) | -9 | -0.1 | 1 | -0.3
CC(=O)c1ccc(NC(=O)c2cc([N+](=O)[O-])ccc2N2CCCCC2)cc1 | 12 | 0.3 | -3 | -1.0
Cc1csc(C(C)N(C)Cc2c(C(=O)N3CCOCC3)nc3c(C)cccn23)n1 (stereo not drawn) | -5 | -0.1 | -4 | 1.4
Cc1[nH]n(-c2ccccc2)c(=O)c1N=Nc1cccc2c(=O)[nH][nH]c(=O)c12 | 10 | 0.2 | 5 | -0.7
C=CCOc1ccc(/C=C2/C(=O)ON=C2c2ccccc2)cc1 | 65* | 0.0 | -2 | -0.4
CCCn1cc(NC(=O)c2cc(-c3ccccc3OCc3ccccc3)no2)cn1 | 13 | 0.1 | 43* | 1.9
COc1cc(Nc2nc(Nc3cc(OC)c(OC)c(OC)c3)c3[nH]cnc3n2)cc(OC)c1OC | -7 | -0.2 | 9 | 0.7
COc1ccccc1NC(=S)c1ccccc1 | 11 | -0.3 | -20 | -0.4
CCn1ccnc1CN(C)Cc1c(C(=O)N2C[C@@H](C)O[C@@H](C)C2)nc2ccc(Cl)cn12 | 6 | 0.0 | 5 | 0.2
COc1nc(NC2CC2)nc(-c2cccc(N)c2)n1 | 12 | 0.4 | -11 | 0.9
COc1ccccc1C(=O)N/C(=C\c1ccc([N+](=O)[O-])cc1)C(=O)Nc1ccc(Cl)cc1Cl | -12 | -0.1 | 3 | -0.2
O=C(NC1CCCC1)C1CCN(C(=O)NCc2ccccc2)CC1 | 0 | 0.2 | -1 | -1.4
CN1CCN(C(c2ccc(Cl)cc2)c2nnnn2Cc2ccc3c(c2)OCO3)CC1 (stereo not drawn) | -5 | -0.2 | -2 | -0.1
O=C(c1cc2ccccc2o1)n1nnc2ccccc21 | -2 | 0.0 | 3 | -1.8
O=C(Nc1ccc2[nH]ncc2c1)c1cc(OC2CCN(Cc3ccccc3)CC2)ccn1 | -1 | 0.2 | 12 | -1.2
O=C(COc1ccc2ccccc2c1)NNC(=O)c1cc2ccccc2cc1O | 7 | -0.4 | 4 | -0.3
CC(C)=CCN1CCN(Cc2cnc(-c3ccccc3C)nc2)CC1CCO (stereo not drawn) | 4 | 0.0 | 3 | 2.1
CC(Oc1cccc(Br)c1)C(=O)Nc1ccc([N+](=O)[O-])cc1 (stereo not drawn) | 3 | 0.0 | -9 | 0.0
COc1ccc(S(=O)(=O)n2ccnc2C)cc1 | 5 | 0.3 | 6 | 0.4
COc1ccc(C2(CNC(=O)c3ccccc3Cl)CCOCC2)cc1 | -9 | 0.0 | -9 | -2.1

Remaining list, next part
SMILES | MITF primary | FBW7 act | TEAD-YAP inh | GPR151 ag
CNC(=O)C12CCC(C)(C(=O)C1)C2(C)C (stereo not drawn) | -4 | 0.1 | 13 | 0.9
CCOC(=O)c1ccccc1N1C(=O)C2C(C1=O)C1(C)c3ccccc3C2(C)c2ccccc21 (stereo not drawn) | -3 | -0.2 | -15 | -0.1
COC(=O)c1cccc(NC(=O)c2ccc3c(c2)C(=O)N(C(C)(C)C)C3=O)c1 | -1 | 0.0 | 2 | -1.0
O=C(N/N=C/c1ccc(O)cc1O)c1ccc(O)cc1 | -1 | -1.3 | -22 | -2.0
CCOc1ccc(S(=O)(=O)Nc2cccnc2)c2cccnc12 | 14 | 0.3 | -1 | -0.4
Cc1nc(N2CCOCC2)c2c(C)c(C(=O)Nc3c(C)cc(Br)cc3C)sc2n1 | 5 | 0.0 | -8 | 0.5
COc1cc(OC)c(OC)cc1/C=C1\C(=O)N(c2ccccc2)N=C1C | 9 | 0.0 | 1 | 0.3
O=C(Nc1ccc(S(=O)(=O)NCCC2=CCCCC2)cc1)N1CCCC1 | -6 | 0.0 | 2 | -0.4
CC1=CC=CC2=NC(Cc3ccc(Br)cc3)(NC(=O)c3ccccc3)C(=O)N12 (stereo not drawn) | -18 | 0.0 | 7 | -0.1
Cc1cc2c(c(=O)o1)C1(C(=O)N(C)c3ccccc31)C(C#N)=C(N)O2 (stereo not drawn) | 6 | -0.1 | 2 | -0.4
CC(C)OC(=O)CC1C(=O)NCCN1C(=S)NC(=O)c1ccc(F)cc1 (stereo not drawn) | 11 | -0.1 | -5 | -1.6
CCCn1cc2c(c1-c1ccc(OC)cc1)c(=O)n(C)c(=O)n2C | 9 | -0.1 | -20 | 0.5
COc1ccc(C2CC(=O)C3=C(C2)Nc2ccccc2N(C(=O)c2cc(OC)c(OC)c(OC)c2)C3c2ccccc2Cl)cc1 (stereo not drawn) | 0 | -0.1 | 3 | 1.3
COc1ccccc1-n1c(N)c(C(=O)NC2CCCCC2)sc1=S | 5 | -0.1 | -6 | 0.2
CCOc1ccc(N2C(=O)CS/C2=C(\C(Cl)=C(Cl)Cl)[N+](=O)[O-])cc1 | 10 | -0.1 | 10 | -0.6
Cc1cc2c(cc1C)NC(CC(=O)Nc1ccc(C)c(Cl)c1)C(=O)N2 (stereo not drawn) | -6 | -0.1 | 5 | -0.2
Cc1cc(C)nc(SCC(=O)N/N=C\c2ccc(C(C)C)cc2)n1 | 1 | 0.0 | -1 | -0.4
Cc1ccccc1C(=O)NCc1ccc(F)cc1 | 3 | -0.1 | 0 | -2.1
CCCCCCCC(=O)Oc1ccc(C(=O)O)cc1 | 9 | -0.2 | 4 | 0.1
CCc1nc2sc(C(c3cccs3)N3CCN(c4ccccc4)CC3)c(O)n2n1 (stereo not drawn) | 10 | -0.1 | 3 | 0.6
Cc1ccc(-c2noc(CNC(=O)Nc3cccc(Cl)c3)n2)cc1 | 0 | -0.2 | -3 | -0.8
CSC1=NC2(CCCCC2)Cc2ccccc21 | 6 | 0.0 | 6 | 0.3

For reference, some entries already given.
SMILES | MITF primary | FBW7 act | TEAD-YAP inh | GPR151 ag
CNC(=O)C12CCC(C)(C(=O)C1)C2(C)C (stereo not drawn) | -4 | 0.1 | 13 | 0.9
CCOC(=O)c1ccccc1N1C(=O)C2C(C1=O)C1(C)c3ccccc3C2(C)c2ccccc21 (stereo not drawn) | -3 | -0.2 | -15 | -0.1
COC(=O)c1cccc(NC(=O)c2ccc3c(c2)C(=O)N(C(C)(C)C)C3=O)c1 | -1 | 0.0 | 2 | -1.0
O=C(N/N=C/c1ccc(O)cc1O)c1ccc(O)cc1 | -1 | -1.3 | -22 | -2.0
CCOc1ccc(S(=O)(=O)Nc2cccnc2)c2cccnc12 | 14 | 0.3 | -1 | -0.4
Cc1nc(N2CCOCC2)c2c(C)c(C(=O)Nc3c(C)cc(Br)cc3C)sc2n1 | 5 | 0.0 | -8 | 0.5
COc1cc(OC)c(OC)cc1/C=C1\C(=O)N(c2ccccc2)N=C1C | 9 | 0.0 | 1 | 0.3
O=C(Nc1ccc(S(=O)(=O)NCCC2=CCCCC2)cc1)N1CCCC1 | -6 | 0.0 | 2 | -0.4
CC1=CC=CC2=NC(Cc3ccc(Br)cc3)(NC(=O)c3ccccc3)C(=O)N12 (stereo not drawn) | -18 | 0.0 | 7 | -0.1
Cc1cc2c(c(=O)o1)C1(C(=O)N(C)c3ccccc31)C(C#N)=C(N)O2 (stereo not drawn) | 6 | -0.1 | 2 | -0.4
CC(C)OC(=O)CC1C(=O)NCCN1C(=S)NC(=O)c1ccc(F)cc1 (stereo not drawn) | 11 | -0.1 | -5 | -1.6
CCCn1cc2c(c1-c1ccc(OC)cc1)c(=O)n(C)c(=O)n2C | 9 | -0.1 | -20 | 0.5
COc1ccc(C2CC(=O)C3=C(C2)Nc2ccccc2N(C(=O)c2cc(OC)c(OC)c(OC)c2)C3c2ccccc2Cl)cc1 (stereo not drawn) | 0 | -0.1 | 3 | 1.3
COc1ccccc1-n1c(N)c(C(=O)NC2CCCCC2)sc1=S | 5 | -0.1 | -6 | 0.2
CCOc1ccc(N2C(=O)CS/C2=C(\C(Cl)=C(Cl)Cl)[N+](=O)[O-])cc1 | 10 | -0.1 | 10 | -0.6
Cc1cc2c(cc1C)NC(CC(=O)Nc1ccc(C)c(Cl)c1)C(=O)N2 (stereo not drawn) | -6 | -0.1 | 5 | -0.2
